Screening results from PubChem.
FXIa inh mix – factor XIa (human) inhibition, mixture screen | P03951 | purified FXIa, fluorogenic substrate, pooled mixtures | inhibition, % at 5 µM | 0.19% of 62,000 active;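 further: each value is inhibition by a whole ten-compound pool holding the compound; 0% = enzyme with no mixture and 100% = wells lacking enzyme; strong numbers were not always called active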
CatL block – blocks human cathepsin L protease activity | P07711 | purified cathepsin L, fluorogenic substrate, fluorescence | inhibition, %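 (tested at 10 µM)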 | 0.17% of 58,000 active | AID 460; in the data active means inhibition above about 45%;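 further: 0% = enzyme with no compound and 100% = no enzyme blank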
CatS inh – inhibitors of human cathepsin S; P25774; recombinant cathepsin S, AMC dipeptide fluorescence, pooled mixtures; inhibition, %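 (tested at 5 µM per compound within 10-compound mixtures)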; 0.06% of 62,000 active; AID 501; in the data active means inhibition above about 32%, passing the limit was not always enough;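 further: 0% = enzyme without compound and 100% = blank without enzyme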
Target sequence (P25774 115-331 limits assumed): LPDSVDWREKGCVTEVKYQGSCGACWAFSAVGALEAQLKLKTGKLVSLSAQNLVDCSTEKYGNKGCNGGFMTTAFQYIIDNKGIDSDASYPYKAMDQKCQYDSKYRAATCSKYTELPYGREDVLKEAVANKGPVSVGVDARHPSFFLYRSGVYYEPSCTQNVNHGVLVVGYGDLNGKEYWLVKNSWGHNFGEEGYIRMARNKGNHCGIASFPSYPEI
CatB mix inh – human cathepsin B inhibition by mixtures. P07858. Purified cathepsin B, AMC dipeptide fluorescence, compound mixtures. inhibition, %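 (ten-compound pools at 5 µM per compound and 50 µM total)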. 0.06% of 62,000 active. AID 488; in the data active means inhibition above about 22%, passing the limit was not always enough;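 further: 0% = enzyme without compound and 100% = no enzyme blank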
C1s inh – human complement C1s inhibition; P09871; purified C1s, fluorogenic AMC substrate, pooled mixtures; mean inhibition % of two 10-compound mixtures (stronger effect = higher value), % at 5 µM (by protocol); 0.16% of 62,000 active; AID 538;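 active means inhibition above 20% in each of the two 10-compound mixture wells holding the compound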;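 further: 0% = enzyme wells lacking compound mixture and 100% = no-enzyme blank wells; some compounds called inactive have numbers as strong as hits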
Target sequence (P09871 16-437 limits assumed): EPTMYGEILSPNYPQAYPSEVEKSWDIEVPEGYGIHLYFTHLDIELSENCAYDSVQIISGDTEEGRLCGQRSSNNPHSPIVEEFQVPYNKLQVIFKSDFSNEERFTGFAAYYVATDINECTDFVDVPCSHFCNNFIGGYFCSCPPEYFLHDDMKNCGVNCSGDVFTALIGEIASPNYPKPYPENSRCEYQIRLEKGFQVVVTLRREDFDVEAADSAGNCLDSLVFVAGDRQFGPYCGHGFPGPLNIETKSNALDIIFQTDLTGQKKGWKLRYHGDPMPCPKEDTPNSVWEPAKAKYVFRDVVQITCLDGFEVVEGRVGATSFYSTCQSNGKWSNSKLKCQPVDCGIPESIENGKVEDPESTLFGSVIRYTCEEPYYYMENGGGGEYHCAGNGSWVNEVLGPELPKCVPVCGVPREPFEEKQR
Target sequence (P09871 438-688 limits assumed): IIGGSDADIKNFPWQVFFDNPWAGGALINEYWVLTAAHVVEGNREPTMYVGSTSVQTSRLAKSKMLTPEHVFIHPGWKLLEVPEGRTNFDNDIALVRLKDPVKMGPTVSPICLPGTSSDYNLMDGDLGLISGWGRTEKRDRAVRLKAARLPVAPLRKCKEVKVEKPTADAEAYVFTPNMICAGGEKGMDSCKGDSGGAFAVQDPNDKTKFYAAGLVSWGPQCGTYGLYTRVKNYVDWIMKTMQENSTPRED
Cathepsin G inh – inhibitors of human cathepsin G | 0.2% of 62,000 active | inhibition, % at 5 µM (by protocol) | purified enzyme, AMC-tetrapeptide fluorescence, pooled mixtures | P08311;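 active means inhibition above 20% in each of the two mixture wells holding the compound; inactive means inhibition of 20% or less in either well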;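 further: 0% = enzyme control without mixture and 100% = blank lacking enzyme; strong numbers were not always called active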
CatB block – inhibitors of human cathepsin B; purified cathepsin B, fluorogenic substrate, fluorescence; 0.1% of 63,000 active; inhibition, %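 (tested at 10 µM)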; P07858; in the data active means inhibition above about 21%;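 further: 0% = enzyme with no compound and 100% = no enzyme blank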
Abs 340nm – compounds absorbing at 340 nm; fold change at 10 µM; compound absorbance at 340 nm, fold over control; 65,000 tested, under 10 active;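 active means at 10 µM dose, initial 340 nm absorbance at least 2 fold that of control wells; inactive means change under 2 fold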;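 further: initial absorbance extrapolated from kinetic A340 decline of NADH oxidation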
FXIIa inh mix – blocks human factor XIIa in pooled compound mixtures. P00748. purified FXIIa, fluorogenic substrate. inhibition, % at 5 µM. 0.2% of 62,000 active. AID 684;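 further: 0% = enzyme without compound and 100% = no enzyme blank; some results filed as inactive read as strong as hits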
The depositor's hits bear a star; nt = not tested or not shown. Unless noted, no stated cut-off is given here; in the data, active means inhibition above about 20% (passing the limit was not always enough); inactive means the rest. Not all compounds are listed (hit frequency here may not be typical).

Start of the data: the first 4 records, to show the layout:
SMILES	FXIa inh mix	CatL block	CatS inh	CatB mix inh	C1s inh	Cathepsin G inh	CatB block	Abs 340nm	FXIIa inh mix
COc1ccc(OCC(=O)Nc2ccc(C)cc2)cc1	9	-9	-1	7	4	2	-3	1	-1
CC(C)(C)n1nnnc1CN1C2CCC1CC(NC(=O)Nc1ccccc1)C2 (stereo not given)	-1	4	10	2	-8	9	1	0.97	11
CON(C)c1nc(OCCNC(=O)COc2ccc(Cl)cc2C)nc(N(C)C)n1	-1	-1	-1	-6	3	2	2	1	1
CC(=O)NC(CCS(C)(=O)=O)C(=O)Nc1cccc(Cl)c1Cl (stereo not given)	7	nt	-2	1	-21	-8	5	1	0

The list itself, from the first entry:
SMILES	FXIa inh mix	CatL block	CatS inh	CatB mix inh	C1s inh	Cathepsin G inh	CatB block	Abs 340nm	FXIIa inh mix
COc1ccc(OCC(=O)Nc2ccc(C)cc2)cc1	9	-9	-1	7	4	2	-3	1	-1
CC(C)(C)n1nnnc1CN1C2CCC1CC(NC(=O)Nc1ccccc1)C2 (stereo not given)	-1	4	10	2	-8	9	1	0.97	11
CON(C)c1nc(OCCNC(=O)COc2ccc(Cl)cc2C)nc(N(C)C)n1	-1	-1	-1	-6	3	2	2	1	1
CC(=O)NC(CCS(C)(=O)=O)C(=O)Nc1cccc(Cl)c1Cl (stereo not given)	7	nt	-2	1	-21	-8	5	1	0
Cc1cccc(-c2nnc(SCC#N)n2-c2ccccc2)c1	2	0	6	-4	-13	-6	0	1.1	11
O=C(O)Cn1c(-c2ccccc2)nc2ccccc21	8	17	16	9	1	0	-6	1	3
O=C(O)Cn1nnnc1SCC(=O)Nc1ccc(OC(F)(F)F)cc1	-11	nt	-8	1	-22	-5	0	1	16
Nn1c(SCC(=O)NCCC2=CCCCC2)nnc1C1CCCCC1	-7	12	3	-2	-32	-7	-4	1	5
Cn1c(=O)n(C)c2cc(NC(=O)c3cc4ccccc4o3)ccc21	7	-1	2	6	9	11	0	1.1	9
CC1=C(C)SC(=C(C#N)c2nnc(N3CCOCC3)n2-c2ccccc2)S1	6	6	-3	1	17	10	5	1	-1
Cc1noc(C)c1C(=O)Nc1sc2c(c1C(N)=O)CCC2	5	-1	10	2	1	8	1	1.1	19
CCOC(=O)NC(Nc1nnc(C)s1)(C(=O)OCC)C(F)(F)F (stereo not given)	-1	9	-3	-4	2	6	0	1	-13
CC(C)=CC(=O)Nc1ccc2c(c1)OCO2	5	-4	0	7	-5	8	1	1	3
COCCn1c(=O)[nH]c2cc(C(=O)N3CCN(c4ccccc4OC)CC3)ccc2c1=O	12	-4	-14	-3	5	0	0	1	7
O=C(Nc1ccccc1Oc1ccccc1)c1cnccn1	7	-3	-3	4	18	11	-1	1	2
COc1ccc(CCNC(=O)CSc2nnc(CNC(=O)c3ccco3)o2)cc1OC	-4	7	7	3	-10	7	3	1	-1
COc1cc(-c2c(C#N)c(N)nc3c2CCCC3)cc(OC)c1OC	-1	-2	-30	6	-16	2	-2	1	13
C1CCC(CNc2c3c(nc4nnnn24)CCCC3)CC1	10	13	12	-1	-1	-2	3	1	-18
Cc1cc(C)cc(NS(=O)(=O)c2ccc3[nH]cc(C(=O)NCc4ccco4)c(=O)c3c2)c1	10	4	15	1	-27	2	4	1	-6
CCN1C2=C(C(=O)CCC2)C(c2ccc(O)c(Br)c2)C2=C1CCCC2=O	6	-20	5	8	6	12	1	1.1	9
O=C(c1ccccc1)c1ccccc1C(=O)N1CCOCC1	1	-13	-9	0	-20	-2	nt	1	7
COc1nc(Oc2ccc(C(=O)OCC(N)=O)cc2)nc(N(C)C)n1	-2	-11	-1	3	5	1	-5	1	17
Cn1ccnc1SCC(=O)Nc1cccc2ccccc12	8	3	-8	1	-7	0	0	1	12
CCc1c(C)sc(NC(=O)c2ccco2)c1C(=O)N1CCCCC1	0	2	-6	2	-7	-2	2	1	-10
Cc1ccc2c(c1)N(CC(=O)N(Cc1ccc3c(c1)OCO3)CC1CCCO1)C(=O)C(C)O2 (stereo not given)	5	37	11	2	-24	4	6	1	6
Cc1ccc(NC(=O)COC(=O)c2ccc3c(c2)NC(=O)C2CCCN32)cc1 (stereo not given)	7	4	5	-4	2	-1	0	1.1	12
CC(C)n1nnnc1SCC(=O)N1CCOCC1	-12	-8	-2	4	0	6	7	1	-18
Cc1cnc(C(=O)OCC(=O)NC2CCCCC2)cn1	6	-5	-19	-3	-6	-3	-3	1	7
CCOc1cc(S(=O)(=O)Nc2ccccn2)ccc1F	3	3	-4	4	-11	-1	3	0.98	1
O=C(CN1CCOCC1)N1CCN(c2nnc(-c3ccccc3)c3ccccc23)CC1	8	-15	-6	5	4	2	-1	1.1	1
COc1cc(C2Nc3cccc4cccc(c34)N2)cc(OC)c1O	7	-14	8	5	15	12	3	1	6
COc1ccccc1Cc1noc(COc2cccc(C)c2C)n1	4	nt	-5	-1	2	-2	4	1.1	2
CC(=O)N1CCc2cc(Br)cc(S(=O)(=O)NCCCN3CCCC(C)C3)c21 (stereo not given)	-2	-11	-2	3	1	-7	3	0.99	11
O=C(CSc1nnnn1Cc1ccccc1)c1ccccc1	7	6	-4	3	0	-8	2	0.98	3
CCOC(=O)C(C)Sc1nc(-c2ccc(OC)cc2)nc2c1c(=O)n(C)c(=O)n2C (stereo not given)	-5	nt	-5	2	-9	-2	1	1.1	3
Cc1oc(-c2ccc(Cl)cc2)nc1CN1CCC(C(=O)NCc2cccnc2)CC1	7	17	6	0	-6	-2	-1	0.97	-4
CCOc1ccccc1NC(=O)CSc1nnc(-c2ccco2)n1Cc1ccco1	1	-6	-3	5	-6	8	7	1	6
COc1cccc(OC)c1C(=O)Nc1ccc(N2CCN(S(C)(=O)=O)CC2)cc1	-1	19	3	-1	4	8	3	0.97	0
O=C(CSc1nc(-c2ccccc2)cs1)NC(=O)NCc1ccco1	13	-4	4	6	4	3	-4	0.99	6
O=C(CSc1ncccc1-c1nc2ccccc2[nH]1)NC1CC1	3	3	-10	1	1	5	1	1	1
N#Cc1c(-n2cccc2/C=N/O)sc2c1CCCC2	3	27	11	1	-1	8	2	1	-21
COCCCNC(=O)CN1C(=O)c2ccccc2C1=O	3	12	6	-3	3	11	-4	1	13
CC(C(=O)N1CCCCC1)n1sc2ccccc2c1=O (stereo not given)	3	12	13	0	-8	4	1	0.99	-13
CSc1nc2ccccc2c(=O)n1N	-1	10	-5	8	-4	-3	1	1	12
Cc1cc(C)c2c(=O)[nH]c(SCC(=O)N3CCCCC3)nc2n1	3	6	6	-7	-16	-2	-3	1.1	6
CC1(C)CC(=O)C2=C(C1)OC(N)=C(C#N)C21C(=O)N2CCCc3cccc1c32 (stereo not given)	4	23	14	4	10	9	7	1	4
COc1cccc(NC(=O)CNC(=O)c2ccc(F)cc2)c1	5	1	6	2	4	-1	-1	1	-15
Cc1oc2cc3c(C(=O)N4CCN(C)CC4)c(C)oc3cc2c1C(=O)N1CCN(C)CC1	11	nt	-1	3	-5	0	0	1	-8
CN(C)c1ccc(NC(=O)CC2NCCNC2=O)cc1 (stereo not given)	-4	-5	-25	2	-36	5	2	1	0
Cc1occc1-c1nnc(SCC(=O)c2ccc(Cl)cc2)n1C	-10	18	2	-4	-96	-5	5	0.98	4
O=C(CN1CCOc2ccccc21)NCc1ccc(Cl)cc1	-6	nt	-5	0	-53	3	-1	1	1
Cc1ccc(CN(Cc2cc3cc(C)ccc3[nH]c2=O)C(=O)N2CCOCC2)cc1	9	-6	16	5	11	11	2	1	-13
Cc1cccc(OCC(=O)N2CCN(C(=O)c3cccs3)CC2)c1	2	-4	-1	0	12	9	-4	1	8
COc1ccc(CN2CN(C(C)C)CSC2=S)cc1	14	17	9	2	-28	-3	4	1	-19
CCC(c1nnnn1Cc1ccco1)N(Cc1cc2cc(C)cc(C)c2[nH]c1=O)CC1CCCO1 (stereo not given)	4	-7	-2	3	-4	-9	3	1.1	8
O=C(CN(C1CC1)S(=O)(=O)c1ccc(S(=O)(=O)NC2CCCCC2)cc1)Nc1ccccc1	4	3	-9	1	-35	3	6	0.99	2
O=C(c1ccccc1)c1cncc(Br)c1	5	-5	-2	6	3	5	nt	1.1	2
O=C(CN1C(=O)NC2(CCCCCCC2)C1=O)N1CCOCC1	-12	7	-6	-1	-78	-1	3	0.98	-19
CC1=NOC2(C1)N(C)c1ccccc1C2(C)C (stereo not given)	2	-9	-5	1	-19	7	4	1	8
Cc1cccc(-n2ccnc2SCC(=O)Nc2cc(C)on2)c1	0	19	30	4	9	-4	7	0.98	5

More structures
SMILES	FXIa inh mix	CatL block	CatS inh	CatB mix inh	C1s inh	Cathepsin G inh	CatB block	Abs 340nm	FXIIa inh mix
CCN1CCN(C(=O)CCN2C(=O)COc3ccc(C)cc32)CC1	5	15	11	2	-39	-8	8	0.96	2
CCOC(=O)c1sc2nc(SCC#N)n(CCCN3CCCC3=O)c(=O)c2c1C	0	4	1	2	-15	5	1	1	0
CC(=O)NC(Cc1ccccc1F)C(=O)NC1CCN(C(=O)c2cnccn2)CC1 (stereo not given)	-11	16	2	-7	-31	-6	-1	1	-4
O=C(c1ccco1)N1CCN(S(=O)(=O)c2ccc(C3CCCCC3)cc2)CC1	4	5	10	3	11	6	2	0.98	-18
COc1ccccc1-c1ccc(=O)n(CC(=O)NC(C)(C)C)n1	-1	-1	-2	-2	-22	-11	0	1	-1
CC(C)Cc1nc(C(N)=O)c2[nH]c(=O)n(-c3ccc(F)cc3)c2n1	3	-1	-4	-1	-50	-8	2	1.1	12
Cc1ccc(-c2nnn(CCC(=O)Nc3ccc4c(c3)OCO4)n2)cc1	10	12	7	3	-5	0	-6	1	-2
CC1CCN(c2nc(-c3ccc(F)cc3)cc(C(F)(F)F)n2)CC1	2	1	-4	-2	-39	-5	-1	1.1	-6
CCc1nnc(NC(=O)c2cc3ccccc3oc2=O)s1	-1	5	20	4	0	3	8	1	2
CC(C)(C)OC(=O)NCCCCCc1nnc(SCC(N)=O)o1	-7	-1	-6	-5	-10	3	3	1	1
CCC(=O)N1CCN(c2ccccc2NC(=O)COc2cccc(C)c2)CC1	6	4	3	-2	1	7	5	1.1	6
Cc1ccc(-c2nnn(CC(=O)N3CCN(c4ccccc4)CC3)n2)o1	7	19	21	5	-8	-8	7	1.1	6
Cc1cccn2c(=O)c3cc(C#N)c(=N)n(CCN4CCOCC4)c3nc12	1	-56	14	4	-52	-3	-5	1	0
Cc1cccc(NC(=O)Cn2c(=O)oc3ccccc32)c1	-3	22	3	-1	6	5	0	0.97	2
COc1cccc2cc(-c3cn4cccc(C)c4n3)c(=O)oc12	7	-4	-6	-3	9	7	4	1.1	8
Cc1c(NC(=O)C2CCCCN2S(=O)(=O)c2ccc(Cl)cc2)c(=O)n(-c2ccccc2)n1C (stereo not given)	6	-19	-3	-2	1	1	-6	1	-12
CC(C)NC(=O)C1CCN(C(=O)N(C)C)CC1	11	6	1	1	-9	1	2	0.99	1
CCOC(=O)c1c(NC(=O)CSc2nnc(-c3ccco3)o2)sc(C(C)=O)c1C	4	14	-3	1	-2	-5	2	1.1	3
COc1cc2c(cc1OC)CN(C(=O)CSc1nnc3scc(-c4ccccc4)n13)CC2	-5	13	6	-5	-1	6	1	0.98	3
COc1cc2c(cc1OC)CN(CC(=O)Nc1cccc(C)c1)CC2	12	-3	-5	12	6	24	0	0.99	5
O=C(CSc1ncnc2ccccc12)Nc1ccc(N2CCOCC2)cc1	-3	10	-4	-1	-30	5	1	1	5
Cc1cc(C)n(CC(O)COCc2ccccc2)n1 (stereo not given)	-2	7	5	-6	-8	0	-1	1	2
Cc1cccc(OCC(O)Cn2c(-n3nc(C)cc3C)nc3c2c(=O)[nH]c(=O)n3C)c1 (stereo not given)	-2	-2	-13	-2	-62	3	2	0.98	3
CC1CCC(C(=O)NC(C(=O)NCCN2CCC(C)CC2)C(C)C)CC1 (stereo not given)	3	18	11	-2	-13	2	-4	0.96	-12
